# Compound activity from PubChem BioAssay.
# GAA glycogen mod: GAA glycogen-cleavage inhibition or activation. AID 2100. Potency, µM (titrated, usually from 76.4 µM), without a hit: top-dose activity change, negative = inhibition, usual class: inhibitors. 0.38% of 300,000 active. recombinant GAA, glycogen substrate, Amplex Red glucose oxidase fluorescence;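 further: 0% = full enzyme reaction and -100% = no-enzyme basal signal; the screen sought inhibitors and activators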
#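 qHTS, 1536-well; enzyme 4 nM final; cpd up to 77 uM; substrate bovine liver glycogen 30 ug; 50 mM citrate/phosphate pH 5.0, 0.01% Tween-20; 37 C, 40 min; Amplex Red detection 45 min RT; Hill fit → AC50.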
# JMJD2E inh: blocks human JMJD2E demethylase activity; B2RXH2; JMJD2E catalytic domain, FDH-coupled NADH fluorescence (FDH is formaldehyde dehydrogenase); Potency, µM (highest dose often 57.1 µM), for the others: at the top dose activity change, negative = inhibition, actives largely listed as inhibitors; 1.6% of 230,000 active; active means well fitted inhibition curve with a large enough effect, not every such curve was filed as active; inconclusive means small, poorly fitted or top-dose-only effect, or another doubt; inactive means no such curve, though single readings can be large or run the other way;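 further: 0% = wells with enzyme and -100% = buffer wells without enzyme; nearly all actives have a fitted effect of over 50% in size; many of its hits are not listed in these tables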
# Target sequence (B2RXH2 1-337 limits assumed): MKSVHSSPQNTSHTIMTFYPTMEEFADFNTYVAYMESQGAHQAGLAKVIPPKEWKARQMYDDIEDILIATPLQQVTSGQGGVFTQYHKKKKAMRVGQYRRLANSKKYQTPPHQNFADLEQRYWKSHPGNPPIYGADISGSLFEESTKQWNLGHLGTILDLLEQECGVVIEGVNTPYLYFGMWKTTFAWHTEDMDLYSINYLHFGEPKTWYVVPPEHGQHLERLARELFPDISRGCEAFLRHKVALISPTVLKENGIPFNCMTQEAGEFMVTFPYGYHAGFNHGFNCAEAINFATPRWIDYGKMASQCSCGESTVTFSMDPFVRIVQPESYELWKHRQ
# GAA spleen mod: inhibitors or activators of human alpha-glucosidase in spleen homogenate. Potency, µM (titrated, usually from 79.9 µM), inactives show at the top dose activity change, negative = inhibition, actives largely listed as inhibitors. AID 2112. 0.006% of 240,000 active. human spleen homogenate, 4-MU-alpha-glucoside fluorescence. P10253;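 further: 0% = enzyme with vehicle and -100% = no enzyme basal signal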
#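 Enzyme source: human spleen homogenate, 1 ug/well. Buffer 50 mM citric acid/K phosphate pH 5.0, 0.01% Tween-20. 4-MU-alpha-glucoside 1 mM; 37 C x 40 min; NaOH/glycine stop; fluorescence.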
# GoLoco inh red: inhibitors of human Gai1-RGS12 GoLoco interaction (red fluorophore); 0.44% of 230,000 active; Gai1:RGS12 GoLoco peptide FP, rhodamine, 10 min; Potency, µM (highest dose often 61.6 µM), for the others: at the top dose activity, negative = inhibition, hits mostly inhibitors; P63096; active means well fitted inhibition curve with a large enough effect, not every such curve was filed as active; inactive means no such curve, though single readings can be large or run the other way; further: on the % scale 0 is the no-effect control and ±100 the full control effect; nearly all actives have a fitted effect of over 30% in size; many of its hits are not listed in these tables
# ALDH1A1 block: inhibitors of human aldehyde dehydrogenase 1A1. Potency, µM (highest dose often 75.3 µM), for inactives: at the highest dose activity, negative = inhibition, usual class: inhibitors. Purified ALDH1A1, NADH fluorescence, propionaldehyde substrate. P00352. 7.3% of 220,000 active; active means well fitted inhibition curve with a large enough effect, not every such curve was filed as active; inconclusive means small, poorly fitted or top-dose-only effect, or another doubt; inactive means no such curve, though single readings can be large or run the other way;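 further: plate controls were no enzyme wells and a reference inhibitor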
# Target sequence (P00352 whole entry, looked up): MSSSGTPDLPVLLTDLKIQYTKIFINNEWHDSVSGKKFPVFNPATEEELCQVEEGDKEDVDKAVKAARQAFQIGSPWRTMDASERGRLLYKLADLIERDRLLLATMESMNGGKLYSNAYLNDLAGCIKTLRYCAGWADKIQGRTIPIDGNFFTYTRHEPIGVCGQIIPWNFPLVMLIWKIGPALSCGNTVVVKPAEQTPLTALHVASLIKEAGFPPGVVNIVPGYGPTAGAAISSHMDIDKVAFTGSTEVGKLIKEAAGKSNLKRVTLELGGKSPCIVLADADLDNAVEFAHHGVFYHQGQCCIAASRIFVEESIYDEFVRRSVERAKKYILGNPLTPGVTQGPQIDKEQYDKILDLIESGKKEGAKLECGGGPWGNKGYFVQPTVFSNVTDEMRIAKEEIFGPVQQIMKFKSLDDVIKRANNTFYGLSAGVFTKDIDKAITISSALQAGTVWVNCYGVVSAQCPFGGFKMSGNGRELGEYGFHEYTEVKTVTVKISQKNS
# SMN2 splice up: SMN2 splice variant enhancement; HEK293 SMN2-luciferase splicing reporter, luminescence, 30-36 h; Potency, µM (highest dose often 46.1 µM), for the others: top-dose activity change, positive = activation, most hits filed as activators; 2.8% of 210,000 active; AID 1458; further: % of control where 0% means no effect; nearly all actives have a fitted effect of over 55% in size
#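 HEK293 cells carry an SMN2 minigene-luciferase reporter in which exon 7 inclusion puts luciferase in frame. Cells were seeded at 2000 cells/well, attached for 10-12 hours, then exposed to compounds for 30-36 hours at 37C before ONE-Glo luminescence.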
# GAA inhib: alpha-glucosidase (human) inhibition. purified human GAA, 4-MU-alpha-glucoside fluorescence. Potency, µM (doses to about 76.9 µM), for inactives: at the highest dose activity change, negative = inhibition, actives largely listed as inhibitors. 0.005% of 200,000 active. AID 1466;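 further: plate controls were uninhibited enzyme wells for no effect and no-enzyme background for full effect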
#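 Read-out is 4-methylumbelliferone fluorescence (Ex 365/Em 440 nm) after NaOH/glycine stop at pH 10. Enzyme 4 nM, substrate 400 uM, pH 5.0 citrate buffer, 20 min room temperature; AC50 from Hill-equation concentration-response.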
# aGal spleen mod: alpha-galactosidase A (human) modulation; P06280; human spleen homogenate, 4MU-alpha-Gal fluorescence, 40 min; Potency, µM (titrated, usually from 80 µM), inactives show top-dose activity change, negative = inhibition, actives largely listed as inhibitors; 0.008% of 240,000 active; AID 2107;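 further: 0% = enzyme with vehicle and -100% = no enzyme basal signal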
#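 Human spleen homogenate (1 ug) as enzyme source, 4-methylumbelliferyl-alpha-D-galactopyranoside 1 mM final, citrate/phosphate pH 5.0 with 0.01% Tween-20. Compounds 40 min at 37C, NaOH/glycine stop; fluorescence Ex 365/Em 440, Hill-fit AC50.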
# Starred values were filed as active, the others as inactive; ? = inconclusive; . = not tested or not shown; [ ] = dose if it differs, or a comment. Unless noted, the call rests on the fitted dose curve; in most records, active means well fitted curve in the direction sought with a large enough effect; inconclusive means small, poorly fitted or top-dose-only effect, or another doubt; inactive means no such curve, though single readings can be large; an effect the other way counts as inactive or inconclusive. Potency means the concentration at half of the fitted maximal effect. These rows are one share of the data; the hit share may differ from the screen's.
SMILES,GAA glycogen mod,JMJD2E inh,GAA spleen mod,GoLoco inh red,ALDH1A1 block,SMN2 splice up,GAA inhib,aGal spleen mod
COc1ccc(-c2nc(C#N)c(N3CCCCCC3)o2)cc1OC,2.1%,?,11.2%,3.6%,?,-15.8%,10.7%,11.3%
CCCCC(=O)Nc1cccc(NC(=O)c2cccnc2Cl)c1,-1.3%,3.3%,-3.8%,-6.8%,.,.,.,0.9%
COCCCN1C(=O)C(=O)/C(=C(/O)c2ccc(OCC(C)C)cc2C)C1c1cccnc1 (configuration not stated),-2.8%,-11.8%,-12.8%,-4.8%,-1.5%,-16.2%,-6.6%,-1.8%
CC(C)(C)C1(O)CC(C(F)(F)F)=NN1C(=O)Cc1ccc([N+](=O)[O-])cc1 (configuration not stated),-8.4%,-1.8%,-3.5%,-7.2%,?,-47.0%[inhibitor],1.7%,-3.4%
Cc1onc(-c2ccccc2)c1C(=O)NCC1CCCO1 (configuration not stated),1.4%,3.2%,1.1%,-5.8%,0.5%,.,-8.7%,4.9%
COc1ccc(-c2noc(CCC(=O)NCCCN3CCC(C)CC3)n2)cc1,-5.5%,2.4%,2.9%,-0.3%,10.4%,6.4%,8.5%,4.1%
COc1ccccc1Nc1ncnc2nc[nH]c12,1.0%,8.1%,-2.2%,7.0%,4.3%,-13.1%,-3.1%,0.3%
COC(=O)C1CCN(Cc2cn(-c3ccccc3)nc2-c2ccc3c(c2)OCO3)CC1,-10.1%,?,-1.3%,-1.3%,?,.,-3.9%,-15.4%
Cc1ccc2[nH]c3c(c2c1)CCCC3C(N)=O (configuration not stated),4.3%,-0.7%,-4.7%,-2.1%,6.5%,-6.6%,6.9%,-4.6%
Cc1coc2cc3oc(=O)cc(C)c3cc12,-8.5%,?,6.6%,14.2%,?,17.3%,-1.8%,9.9%
CC1CCC(N2CCN(S(C)(=O)=O)CC2)CC1 (configuration not stated),6.1%,?,-1.3%,-1.0%,?,29.8%,-1.6%,-0.1%
CN(CC(=O)Nc1ccc(F)c(Cl)c1)S(=O)(=O)c1cccc2nsnc12,-3.7%,-0.5%,-4.6%,4.2%,1.4%,-21.6%,-1.4%,1.7%
Cc1c(C(=O)O)[nH]c2c1C(=O)CC(c1ccc(Cl)cc1)C2 (configuration not stated),5.6%,1.4%,3.8%,4.6%,16.9%,-1.2%,-5.6%,4.4%
CC(C)CNC(=O)c1cccc(NC(=O)CCc2ccccc2)c1,-11.9%,3.9%,-4.9%,-0.1%,0.9%,.,-13.1%,3.4%
Cc1ccccc1OCCC(=O)Nc1ccc(F)c(Cl)c1,-7.3%,-7.8%,-6.2%,-1.1%,-3.1%,17.0%[1.84 µM],-8.5%,9.2%
O=S(=O)(Nc1nccs1)c1ccc2c(c1)OCCO2,1.7%,10.7%,-6.2%,4.9%,?,24.6%,-5.8%,0.0%
CCn1c(O)c(N=NC(=O)Cc2csc(N3CCOCC3)n2)c2ccccc21,-1.7%,5.3%,12.9%,0.9%,?,11.4%,8.8%,10.3%
Cc1ccc(-n2nc3cc(C)c(N)cc3n2)cc1,-3.5%,?,8.7%,-2.3%,?,1.41µM*,?,15.1%
CCOc1ccc(NC(=O)COC(=O)c2c(OC)cccc2OC)cc1,-8.8%,7.4%,3.5%,60.0%[activator],28.2µM*,-32.5%[inhibitor],3.5%,-0.7%
Cc1cccc(N(CC(N)=O)C2SC(=O)NC2=O)c1 (configuration not stated),-3.7%,0.4%,7.6%,-4.4%,2.1%,18.3%,-3.9%,5.7%
CCOC(=O)c1c(C)[nH]c(C)c1C(=O)COC(=O)c1ccc(OC)cc1,-0.7%,-2.0%,5.8%,-3.7%,3.7%,-0.1%,-7.2%,0.8%
CCOC(=O)c1cnc(SCC(=O)N2CCc3ccccc32)nc1N,-6.5%,11.1%,-3.5%,3.9%,-2.8%,?,-0.8%,-17.5%
CCCN(CCC)CCSc1nc(O)c(C(C)C)c(=O)[nH]1,-2.3%,4.8%,-5.3%,5.3%,8.8%,3.5%,-2.0%,-9.6%
CCCOc1ccc(C2C(C(=O)OC)=C(C)N=C3SCCC(=O)N32)cc1OCC (configuration not stated),-10.0%,-0.6%,1.8%,-10.5%,-1.6%,-6.7%,?,3.9%
CCc1c(C)sc(NC(=O)Cn2nc(C(F)(F)F)c3c2CCCC3)c1C#N,-13.0%,-4.7%,-2.5%,0.0%,?,-41.9%[inhibitor],-1.3%,-3.3%
N#Cc1cc2c(=O)n3ccccc3nc2n(CCN2CCOCC2)c1=O,-0.7%,?,3.0%,-2.6%,?,0.9%,?,19.4%
O=C(CN1CCCC1)NCC(=O)Nc1ccc(F)cc1,-2.7%,-3.7%,-4.3%,2.3%,4.9%,14.9%,-5.4%,-6.1%
CCO[C@H]1OC(C(=O)N2CCOCC2)=C[C@@H](C2CC2)[C@@H]1CCCO,-26.1%,15.5%,-4.5%,5.8%,4.3%,.,.,0.0%
CC(=O)N1CC[n+]2c(-c3ccc(Cl)cc3Cl)csc21,2.7%,-6.1%,-2.1%,-11.8%,-15.3%,13.6%,-2.2%,-1.6%
O=c1[nH]cc(N2CCCCCC2)c(=O)[nH]1,1.3%,-6.0%,1.2%,4.6%,.,.,.,-4.2%

# Complete entries from above. Values in the order: GAA glycogen mod	JMJD2E inh	GAA spleen mod	GoLoco inh red	ALDH1A1 block	SMN2 splice up	GAA inhib	aGal spleen mod
# `CCCN(CCC)CCSc1nc(O)c(C(C)C)c(=O)[nH]1` is listed as -2.3%	4.8%	-5.3%	5.3%	8.8%	3.5%	-2.0%	-9.6%
# `O=S(=O)(Nc1nccs1)c1ccc2c(c1)OCCO2` is listed as 1.7%	10.7%	-6.2%	4.9%	?	24.6%	-5.8%	0.0%

# Further compounds:
SMILES,GAA glycogen mod,JMJD2E inh,GAA spleen mod,GoLoco inh red,ALDH1A1 block,SMN2 splice up,GAA inhib,aGal spleen mod
CCOc1cc(NC(=O)c2ccco2)c(OCC)cc1NC(=O)CCc1ccc(OC)cc1,-4.3%,16.4%,3.3%,3.7%,?,-0.3%,-0.9%,-0.8%
COc1cccc(Nc2nnc(SCN3C(=O)c4ccccc4C3=O)s2)c1,14.5%,4.3%,-6.6%,1.1%,?,27.8%,-13.7%,-2.3%
O=C(O)[C@@H]1CCCN1C(=O)c1ccco1,-1.0%,-3.8%,-9.2%,-0.5%,18.4%,-10.8%,-4.8%,-1.2%
CCOC(=O)c1c(NC(=O)/C=C\C(=O)O)sc(C)c1-c1ccccc1,-2.8%,-4.6%,-0.1%,6.8%,?,-21.8%,-0.1%,6.0%
COc1ccc(N(CC(=O)Nc2cccc([N+](=O)[O-])c2C)S(C)(=O)=O)cc1OC,-3.5%,-2.1%,0.1%,7.9%,2.4%,4.3%,1.3%,-2.8%
Cc1cc(S(=O)(=O)Nc2c(C)nc3nc[nH]n3c2=O)ccc1F,-0.8%,-18.5%,4.0%,5.1%,-0.1%,.,.,12.1%
CCCC(C)C(=O)Nc1ccc(S(N)(=O)=O)cc1 (configuration not stated),0.2%,4.6%,1.4%,-0.7%,-1.5%,-6.8%,2.8%,0.3%
CC1=[N+]([O-])C(C)(C)C(c2ccc(Br)cc2)=[N+]1[O-],0.6%,-0.3%,-5.0%,-4.4%,-3.5%,6.7%,3.5%,7.3%
CC(=O)Nc1cccc(-c2csc(Nc3ccc(C)cn3)n2)c1,-13.9%,-8.2%,-5.0%,13.8%,10.3%,2.24µM*,-1.4%,-15.7%
CCS(=O)(=O)N1Cc2ccccc2CC1C(=O)Nc1nc2ccc(F)cc2s1 (configuration not stated),14.2%,?,5.4%,2.6%,-0.9%,14.1µM*,2.7%,14.8%
NC1=NC(=O)/C(=C/c2cn(CCC(=O)O)nc2-c2ccc(F)cc2)S1,13.1%,-25.1%,-10.6%,25.2%,-15.2%,9.3%,-2.3%,-16.3%
CCCCc1nc(N)c(C#N)c(-c2ccco2)c1CCC,5.4%,-5.7%,11.6%,-5.3%,-6.7%,-33.4%[inhibitor],0.5%,-21.3%
Cc1cc(C(=O)CSc2ncccn2)c(C)n1-c1cccc(F)c1,4.6%,7.9%,-12.4%,24.5%,?,?,2.0%,5.4%
CC(C)Cc1csc(NC(=O)c2ccccc2Cl)c1C(=O)O,-2.9%,-11.7%,-0.8%,-8.8%,?,-2.7%,0.7%,-2.1%
Cc1ccc(-c2nnn(CC(=O)NCCc3ccc4c(c3)OCO4)n2)o1,-3.7%,-2.7%,-20.1%,1.9%,?,16.9%,11.7%,9.4%
CCS(=O)(=O)Nc1cc(OC)c(OC)cc1Cc1nccc2cc(OC)c(OC)cc12,6.3%,-27.8%,3.4%,10.0%,.,.,-6.0%[15.4 µM],-3.0%
O=C(COc1ccc(S(=O)(=O)N2CCCCC2)cc1)N1CCCCCC1,2.5%,3.1%,3.7%,-3.9%,-2.8%,-14.8%,-0.7%,1.8%
COC(=O)C1SCC2C(=O)N(Cc3ccc(Cl)cc3)CC(=O)N21 (configuration not stated),2.8%,-4.4%,3.9%,6.0%,2.6%,-26.1%,-1.6%,5.6%
CCCn1c(=O)[nH]c(=O)c2c1nc(-c1ccc(OC(F)(F)C(F)C(F)(F)F)cc1)n2CCOC (configuration not stated),-2.4%,?,8.7%,4.6%,?,-11.9%,-6.3%,9.1%

# Structural class, the entries above with a CF3 group.
SMILES,GAA glycogen mod,JMJD2E inh,GAA spleen mod,GoLoco inh red,ALDH1A1 block,SMN2 splice up,GAA inhib,aGal spleen mod
CC(C)(C)C1(O)CC(C(F)(F)F)=NN1C(=O)Cc1ccc([N+](=O)[O-])cc1 (configuration not stated),-8.4%,-1.8%,-3.5%,-7.2%,?,-47.0%[inhibitor],1.7%,-3.4%
CCc1c(C)sc(NC(=O)Cn2nc(C(F)(F)F)c3c2CCCC3)c1C#N,-13.0%,-4.7%,-2.5%,0.0%,?,-41.9%[inhibitor],-1.3%,-3.3%
CCCn1c(=O)[nH]c(=O)c2c1nc(-c1ccc(OC(F)(F)C(F)C(F)(F)F)cc1)n2CCOC (configuration not stated),-2.4%,?,8.7%,4.6%,?,-11.9%,-6.3%,9.1%
